# Cdc25B block – human M-phase inducer phosphatase 2 inhibition; inhibition, %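 (compounds tested at 10 µM final in the well)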; recombinant Cdc25B, OMFP fluorescence Ex485/Em525; AID 368; actives 0.1% (n = 65,000); P30305; in the data active means inhibition above about 50%
# 5HT1a ag – 5-HT1a (human) receptor agonism; actives 0.56% (n = 65,000); AID 567; activation, % at 10 µM; CHO 5-HT1a Ga15 NFAT-bla reporter, FRET ratio; 0% basal, 100% maximal reference agonist; P08908;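 active means activation above the screen-wide mean activation plus 3 SD, cut at about 19% in these data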;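 further: 0% = DMSO wells and 100% = 5-CT at EC100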
# Target sequence (P08908 whole entry, looked up): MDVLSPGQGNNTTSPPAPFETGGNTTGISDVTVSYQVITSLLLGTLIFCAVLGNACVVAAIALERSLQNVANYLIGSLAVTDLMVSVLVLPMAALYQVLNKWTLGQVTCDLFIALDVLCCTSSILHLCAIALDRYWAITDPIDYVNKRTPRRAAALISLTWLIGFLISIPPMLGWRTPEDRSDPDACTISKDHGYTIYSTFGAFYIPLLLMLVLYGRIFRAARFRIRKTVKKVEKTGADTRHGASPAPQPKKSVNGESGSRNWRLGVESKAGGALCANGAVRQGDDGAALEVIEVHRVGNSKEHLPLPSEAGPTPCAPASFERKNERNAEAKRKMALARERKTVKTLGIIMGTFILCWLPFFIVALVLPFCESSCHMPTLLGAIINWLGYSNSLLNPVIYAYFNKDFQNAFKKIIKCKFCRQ
# FXIa mix inh – blocks human factor XIa in pooled compound mixtures. P03951. purified FXIa, fluorogenic substrate. inhibition, % at 5 µM. actives 0.19% (n = 62,000). AID 680;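 further: each value is inhibition by a whole ten-compound pool holding the compound; 0% = enzyme with no mixture and 100% = wells lacking enzyme; strong numbers were not always called active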
# CatL block – blocks human cathepsin L protease activity; actives 0.17% (n = 58,000); purified cathepsin L, fluorogenic substrate, fluorescence; P07711; inhibition, %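 (tested at 10 µM)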; in the data active means inhibition above about 45%;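 further: 0% = enzyme with no compound and 100% = no enzyme blank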
# Target sequence (P07711 114-288 limits assumed): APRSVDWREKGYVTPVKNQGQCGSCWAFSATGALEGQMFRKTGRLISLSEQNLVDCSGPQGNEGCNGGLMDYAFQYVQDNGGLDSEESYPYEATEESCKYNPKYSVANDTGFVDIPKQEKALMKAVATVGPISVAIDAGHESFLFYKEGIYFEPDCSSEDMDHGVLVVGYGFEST
# Target sequence (P07711 292-333 limits assumed): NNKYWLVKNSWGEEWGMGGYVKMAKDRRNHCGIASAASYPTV
# MKP-1 inh – inhibitors of human MKP-1 phosphatase; recombinant MKP-1, OMFP hydrolysis fluorescence; inhibition, %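 (compounds tested at a single concentration somewhere between 10 and 100 µM)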; actives 0.15% (n = 65,000);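 active means inhibition above about 50%, limit read from the data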;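 further: 0% = DMSO max control wells and 100% = wells with enzyme stopped by NaOH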
# Hsp90 block – displaces geldanamycin probe from tumor Hsp90; NCI-N417 lysate Hsp90, Cy3B-geldanamycin FP displacement; inhibition, % at 30 µM; P07900; actives 0.35% (n = 64,000);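 active means inhibition above 50%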;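 further: 0% = tracer plus lysate wells and 100% = tracer alone without lysate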
# FXIIa inh mix – factor XIIa (human) inhibition, mixture screen; P00748; purified FXIIa, fluorogenic substrate, pooled mixtures; inhibition, % at 5 µM; actives 0.2% (n = 62,000); AID 684;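 further: 0% = enzyme without compound and 100% = no enzyme blank; some results filed as inactive read as strong as hits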
# Cathepsin G inh – cathepsin G (human) inhibition | P08311 | purified enzyme, AMC-tetrapeptide fluorescence, pooled mixtures | inhibition, % at 5 µM (by protocol) | actives 0.2% (n = 62,000) | AID 581;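 active means inhibition above 20% in each of the two mixture wells holding the compound; inactive means inhibition of 20% or less in either well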;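 further: 0% = enzyme control without mixture and 100% = blank lacking enzyme; strong numbers were not always called active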
# Target sequence (P08311 21-244 limits assumed): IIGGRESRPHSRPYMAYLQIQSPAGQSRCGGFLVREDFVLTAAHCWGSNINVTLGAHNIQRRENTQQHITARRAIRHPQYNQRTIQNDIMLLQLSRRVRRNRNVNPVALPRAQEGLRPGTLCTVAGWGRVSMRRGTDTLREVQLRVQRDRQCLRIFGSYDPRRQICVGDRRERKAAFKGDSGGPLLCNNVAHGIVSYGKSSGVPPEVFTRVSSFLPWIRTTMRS
# C1s block – blocks human complement C1s protease activity. P09871. purified C1s, fluorogenic AMC substrate, pooled mixtures. mean inhibition % of two 10-compound mixtures (active compounds read high), % at 5 µM (by protocol). actives 0.16% (n = 62,000);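 active means inhibition above 20% in each of the two 10-compound mixture wells holding the compound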;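 further: 0% = enzyme wells lacking compound mixture and 100% = no-enzyme blank wells; some compounds called inactive have numbers as strong as hits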
# Starred values were filed as active, the others as inactive; x = no result given; & = joins results of further samples. Unless noted, no stated cut-off is given here; in the data, active means inhibition above about 20% (passing the limit was not always enough); inactive means the rest.
SMILES,Cdc25B block,5HT1a ag,FXIa mix inh,CatL block,MKP-1 inh,Hsp90 block,FXIIa inh mix,Cathepsin G inh,C1s block
Nc1[nH]nc2nc(N3CCCC3)nc(-c3ccccc3)c12,3,1.5,4,3,6,1,3,11,9
Cc1nn(-c2nc3ccccc3s2)c(N)c1Sc1ccc(F)cc1,5,11,7,-4,22,-2,9,-3,1
CC(C)Oc1ccc(C(CC(=O)O)NC(=O)C2CCCCC2)cc1 (configuration not stated),2,0.1,2,-2,-8,-4,0,7,7
CC(Oc1ccc(Cl)cc1Cl)C(=O)NCCN1CCOCC1 (configuration not stated),-4,-2.9,1,5,3,-4,4,1,-3
CC(=O)N1CCc2ccc(C(=O)CN3CCN(c4cccc(C)c4C)CC3)cc21,-8,9.8,4,4,30,-5,-9,-2,-14
Cc1ccc2[nH]c(=O)c(CN(CCCO)S(=O)(=O)c3c(C)ccc4nsnc34)cc2c1,2,-0.2,2,1,2,-5,2,4,2
Cn1c(SCC(=O)Nc2sc3c(c2C#N)CCC3)nnc1C1COc2ccccc2O1 (configuration not stated),-1,-1.1,x,x,29,-10,x,x,x
COc1ccccc1-c1ccc(=O)n(CC(=O)NCc2ccc3c(c2)OCO3)n1,3,1.0,6,-1,-10,-5,7,0,1
O=C(c1ccco1)N1CCN(CC(=O)N2CCCc3c2c(=O)oc2ccc(O)cc32)CC1,14,-1.6,4,-3,3,-5,8,4,-8
Cc1nn(-c2ccccc2)c2[nH]c(=O)c(CNc3ccc4c(c3)OCCO4)cc12,5,-0.9,1,13,6,6,0,0,-3

# Compound profiles, as listed above. Order of values: Cdc25B block | 5HT1a ag | FXIa mix inh | CatL block | MKP-1 inh | Hsp90 block | FXIIa inh mix | Cathepsin G inh | C1s block
# Results for COc1ccccc1-c1ccc(=O)n(CC(=O)NCc2ccc3c(c2)OCO3)n1 = 3 | 1.0 | 6 | -1 | -10 | -5 | 7 | 0 | 1
# Results for Cc1nn(-c2nc3ccccc3s2)c(N)c1Sc1ccc(F)cc1 = 5 | 11 | 7 | -4 | 22 | -2 | 9 | -3 | 1
# Results for Cc1ccc2[nH]c(=O)c(CN(CCCO)S(=O)(=O)c3c(C)ccc4nsnc34)cc2c1 = 2 | -0.2 | 2 | 1 | 2 | -5 | 2 | 4 | 2

# Further compounds:
SMILES,Cdc25B block,5HT1a ag,FXIa mix inh,CatL block,MKP-1 inh,Hsp90 block,FXIIa inh mix,Cathepsin G inh,C1s block
CCN(CC(N)=O)S(=O)(=O)c1ccc(Br)cc1,-14,0.3,4,-4,3,-2,9,-11,-24
Cn1c(CCN2CCN(c3ccccc3)CC2)nc2cc(NC(=O)c3ccco3)ccc21,9,0.6,0,26,15,1,-1,-8,-8
CCN(CC)S(=O)(=O)c1cc(Br)ccc1OC,-4,-1.3,0,2,-7,x,12,3,-33
CC(=O)c1ccc(C(C)(C)c2ccc(C(C)=O)s2)s1,-7,-2.3,24,25,5,-1,3,44,-3
Cc1cc(NS(=O)(=O)c2ccc(NC(=O)Nc3ccc4c(c3)OCO4)cc2)no1,4,-2.0,39,13,6,0,12,24,19
CCCCCn1c(CN2CCN(c3cc(Cl)ccc3C)CC2)nc2c1c(=O)[nH]c(=O)n2C,-3,-1.2,9,0,43,2,9,1,-8
CN1CCN(c2ccccc2NC(=O)c2cccc(OCc3ccccc3)c2)CC1,-29,5.0,-2,18,-12,1,10,3,-37
CC1(C)Cc2c(sc3[nH]c(=S)n(Cc4ccco4)c(=O)c23)CO1,-24,3.5,x,-8,-15,-3,x,x,x
CN1C(=O)C(O)(CC(=O)c2ccccn2)c2cc(Br)ccc21 (configuration not stated),-8,-4.1,8,4,5,-5,11,-1,0
Cc1cccc(N(C)C(=S)Oc2ccc3ccccc3c2)c1,12,-0.1,7,8,-8,0,11,-2,7
C=C(C)CSc1nnc2[nH]c(=O)cc(N)n12,-3,0.6,4,5,0,-1,2,10,13
CCS(=O)(=O)n1nc(-c2ccccc2)nc1N,4,-0.2,9,x,-5,0,-11,12,24
Cc1ccc(NC(=O)CSc2nnc(CSc3nc(C)cc(C)n3)n2Cc2ccco2)c(C)c1,-1,0.6,-1,0,11,-7,1,-4,-23
O=C(COC(=O)c1ccccc1NC(=O)c1ccco1)NCCC1=CCCCC1,13,-3.3,13,-9,7,-5,4,-2,0
CCOC(=O)C1=C(c2ccccc2)NC(SCC(=O)Nc2ccc(C)cc2)=C(C#N)C1c1ccco1 (configuration not stated),1,4.5,-3,16,18,-5,-12,2,-13
COc1ccc(NC(=O)c2cc(Cl)ccc2NC(=O)c2ccco2)c(OC)c1,-14,-0.6,5,-2,18,2,13,12,15
O=S(=O)(NC1=NCCC1)c1cccs1,-7,1.4,1,10,1,1,0,1,4
Cc1cccc(-n2ncc3c(NCCCn4ccnc4)ncnc32)c1,-10,-1.1,1,2,2,0,2,-7,1
Cc1cc2ccccc2n1CCNC(=O)C1CCCC1,-3,-1.5,3,14,-2,-1,-21,-9,-33
COc1ccc(OCC(=O)Nc2ccc(NC(=O)c3ccco3)cc2)cc1,-9,-1.2,3,-9,8,-1,2,-3,3

# 3 structures from above, ordered by formula weight, largest number first.
SMILES,Cdc25B block,5HT1a ag,FXIa mix inh,CatL block,MKP-1 inh,Hsp90 block,FXIIa inh mix,Cathepsin G inh,C1s block
Cn1c(SCC(=O)Nc2sc3c(c2C#N)CCC3)nnc1C1COc2ccccc2O1 (configuration not stated),-1,-1.1,x,x,29,-10,x,x,x
CN1CCN(c2ccccc2NC(=O)c2cccc(OCc3ccccc3)c2)CC1,-29,5.0,-2,18,-12,1,10,3,-37
COc1ccc(NC(=O)c2cc(Cl)ccc2NC(=O)c2ccco2)c(OC)c1,-14,-0.6,5,-2,18,2,13,12,15

# Following part
SMILES,Cdc25B block,5HT1a ag,FXIa mix inh,CatL block,MKP-1 inh,Hsp90 block,FXIIa inh mix,Cathepsin G inh,C1s block
CCN1C(=O)/C(=C\N2CCCc3ccccc32)SC1=S,-4,-0.8,7,28,19,-6,3,10,17
C=CC(C)n1c(Br)nc2c1c(=O)[nH]c(=O)n2C (configuration not stated),0,-0.5,0,x,21,-5,13,8,4
O=C(Nc1ccc2c(c1)OCO2)C1CCCN(S(=O)(=O)Cc2ccccc2)C1 (configuration not stated),-7,0.6,-3,14,-22,8,-11,13,-56
NC(=O)c1c(N)sc(=S)n1-c1ccccc1,2,-0.8,5,8,-25,-7,-6,-1,4
COc1ccc(CCN(CC(=O)NC2CCCC2)C(=O)CCC(=O)Nc2cc(C)on2)cc1OC,-4,-2.5,0,4,-29,2,-14,-9,-7
O=C(COc1ccc2ccccc2c1)N1CCCC1,-1,1.5,10,-4,-8,-4,14,15,4
COc1ccc(-c2nnc3sc(CN4C(=O)c5ccccc5C4=O)nn23)cc1,3,1.2,-2,5,-11,2,5,6,-25
Cc1ccc(CCNC(=O)C2CCCN(c3nc4ccccc4o3)C2)cc1 (configuration not stated),-1,0.3,-7,23,28,1,-1,5,2
COc1cc(OC)c(CN2CCN(c3ccc(F)cc3)CC2)cc1Br,-11,1.0,x,x,-1,-1,x,x,-13
NC(=O)CSc1nc2ccccc2n1Cc1ccccc1F,-5,-1.8,6,9,4,-1,7,11,14
N=c1n(CCN2CCOCC2)c2ccccc2n1CC(O)COc1ccccc1 (configuration not stated),-8,-1.3,8,-9,-4,0,11,3,3
COc1ccc(CN2CCC(CNC(=O)NC3CCCCC3)CC2)cc1,-14,1.1,5,14,7,-19,-5,11,13
O=C(Nc1ccc2c(c1)OCO2)c1cccc2c1C(=O)N(Cc1cccnc1)C2,8,-1.0,0,20,31,5,3,9,12
Cc1ncoc1C(=O)Nc1ccccc1-c1ccccc1,-8,-1.2,5,-1,-9,-5,1,-3,-3
Cc1ccc(S(=O)(=O)c2ccc(Cl)cc2)cc1S(=O)(=O)N1CCOCC1,-5,0.2,0,x,5,2,0,-12,-42
CC1CCCC(C)N1S(=O)(=O)c1ccc(NC(=O)CNCC2CCCO2)cc1 (configuration not stated),-7,-0.6,6,-1,10,1,5,2,-3
CC(=O)SCCC(=O)N1C(C)CCCC1C(=O)O (configuration not stated),-8,-0.1,9,x,8,-2,0,-4,-1
O=C(NCc1ccccc1)c1cc(S(=O)(=O)N2CCOCC2)ccc1F,-9,-1.9,18,-5,9,x,1,21,15
CCOC(=O)N1CCN(CCC(=O)Nc2ccc(C)cc2)CC1,-4,x,0,5,4,x,-15,6,-1
CCC1Oc2ccccc2N(CC(=O)NCCCN2CCC(C)CC2)C1=O (configuration not stated),-13,-0.5,4,2,7,-2,9,-9,-18
O=C(CN(Cc1ccccc1)C(=O)c1ccc2c(c1)OCCO2)NCc1ccc2c(c1)OCO2,-16,-2.6,5,7,-6,0,-1,14,12
O=C(O)c1ccccc1S,-10,-2.5,0,13,-11,1,5,9,4
CCOC(=O)N1CCC(NC(=O)CCC(=O)N2CC(C)Oc3ccccc32)CC1 (configuration not stated),4,-0.4,10,0,5,2,-18,3,4
O=C(CCCCCn1c(=O)[nH]c2ccccc2c1=O)N1CCN(Cc2ccc3c(c2)OCO3)CC1,-14,0.4,9,10,30,-2,4,36,9
CC(C[N+](C)(C)C)OC(N)=O (configuration not stated),-4,-1.4,-1,13,-8,-2&-3,-19,7,3
COc1ccccc1C(=O)Nn1c(C2CCC2)nc2ccccc2c1=O,17,0.4,3,4,-3,0,3,-3,-12
COCc1nnc(NS(=O)(=O)c2ccccc2)s1,-10,-2.1,2,16,-4,-3,3,-3,-24
O=C(Nc1cccc(-c2cnc3ccccc3n2)c1)c1ccco1,-4,1.2,11,2,2,-12,-8,17,21
Cc1cc2ncn(S(=O)(=O)c3ccc(S(=O)(=O)N4CCOCC4)cc3)c2cc1C,2,-3.2,3,-2,-8,2,3,-1,0
O=C(Nc1ccc2c(c1)OCO2)OCc1ccccc1,2,-1.0,1,9,-4,2,13,11,2
O=C(c1ccccc1CCc1ccccc1)N1CCN(c2ccccn2)CC1,-26,1.1,2,-7,6,-6,3,4,1
COCCCn1c(CCC(=O)O)ccc1-c1cccs1,1,1.7,0,-9,18,-3,-19,-2,-23
CCOc1cc(C(=O)NCc2ccncc2)cc(OCC)c1OCC,2,2.4,5,17,1,0,-8,9,15
C=C(C)COc1ccc(-c2[nH]ncc2Oc2ccccc2OCC)c(O)c1,-1,-5.6,-2,13,20,3,3,9,3
CCN(CC(=O)Nc1ccccc1C(=O)OC)S(=O)(=O)c1ccccc1,-3,-1.7,7,-5,-4,0,-18,-3,-5
CC(=O)Nc1ccc(S(=O)(=O)N2CCN(C(=O)Cc3ccccc3)CC2)cc1,-1,-0.6,13,10,12,-4,14,9,2
CC1=C(C(=O)N(C)Cc2ccccc2)C2(CCC(C)CC2)OC1=O (configuration not stated),-12,2.2,0,x,-2,0,-6,5,3
Cc1ccc(-n2ncc3c2ncn2c(C)nnc32)cc1C,1,-0.1,2,10,-4,-2,2,9,4
CCC(=O)NCCc1cc2ccc(C)cc2[nH]c1=O,-17,-1.9,1,x,11,0,3,-2,-14
Cc1ccc(S(=O)(=O)Cc2ccc(C(=O)NCc3ccc4c(c3)OCO4)o2)cc1,0,-1.6,-4,14,12,-5,14,5,-56
O=S(=O)(NCc1cccnc1)c1ccc(Cl)c(Cl)c1Cl,-9,0.5,-8,17,24,-2,-10,-7,-24
COc1ccc(N2C(=O)CCC(C(C)=O)=C2C)cc1,3,-2.1,3,14,14,0,-27,0,-4
COc1ccccc1N1CCN(c2ncnc3c2oc2ccccc23)CC1,-12,-2.0,10,-4,11,-4,3,1,1
O=c1cc(O)nc(SCc2ccccc2)[nH]1,-6,0.5,3,29,-2,-1,7,15,17
CCOC(=O)c1csc(NC(=O)c2cc(OC)c(OC)c(OC)c2)n1,-2,-1.8,4,x,9,-3,10,0,1
Cc1ccc(NC2c3ncccc3C(=O)N2C2CCCCC2)cc1C (configuration not stated),-7,-1.8,8,2,10,-5,2,-6,4
COC(=O)c1ccc2c(=O)n(CCCN3CCCC3=O)c(=S)[nH]c2c1,1,-1.5,-18,-5,-4,4,0,-17,-39
COCCNC(=O)CSc1nc(-c2ccc(OC)c(OC)c2)cc(C(F)(F)F)n1,13,0.5,6,-4,14,1,6,4,0
COc1ccc(-n2ccsc2=S)cc1,-6,-1.1,-5,16,7,0,5,10,12

# Screening data (PubChem BioAssay)
